Tb MetRS inh: Trypanosoma brucei MetRS inhibition; purified T. brucei MetRS, ATP depletion, Kinase-Glo luminescence; inhibition, % at 11.9 µM; actives 0.4% (n = 360,000); AID 624268;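 active means inhibition above a per-plate cutoff of the control wells' mean inhibition plus 3 SD, cut at about 5.5% in these data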;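 further: 0% = DMSO wells median and 100% = median of wells with control inhibitor compound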
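technique = Kinase-Glo luminescence, ATP depletion format | system = purified MetRS (methionyl-tRNA synthetase) enzyme from Trypanosoma brucei | timing = 15 min preincubation, 2 h reaction, all 25 °C | evaluation = percent inhibition versus plate control medians | dosing = single dose, 11.9 µM final nominal, 0.9% final DMSO | also added = substrates ATP, L-methionine and bulk Escherichia coli tRNA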
MLLE-PAM2 inh: inhibitors of microRNA-mediated deadenylation, human PABP1 MLLE binding; P11940; GST-MLLE / FITC-PAM2 fluorescence polarization; inhibition, % at 20 µM; actives 0.36% (n = 360,000); AID 588489; in the data active means inhibition above about 35%, passing the limit was not always enough;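 further: plate controls were DMSO wells with GST-MLLE for no effect and wells lacking GST-MLLE protein for full effect; some results filed as inactive read as strong as hits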
E coli Lon inh: inhibits E. coli Lon protease. actives 0.42% (n = 360,000). P0A9M0. inhibition, % at 7.94 µM. AID 602123. purified E. coli Lon protease, fluorescence polarization; in the data active means inhibition above about 13%, passing the limit was not always enough;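 further: 0% = enzyme with probe and DMSO and 100% = no enzyme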
CSN deneddyl inh: CSN deneddylation inhibition; Q92905; Purified CSN, SCF-Nedd8-OG deneddylation, fluorescence polarization; inhibition, % at 12.5 µM; actives 0.38% (n = 360,000);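 active means pattern-corrected inhibition above about 35%, with an unprinted fluorescence ratio check between 0.5 and 1.5, limit read from the data, passing the limit was not always enough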;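 further: 0% = enzyme with substrate and 100% = substrate without enzyme; some results filed as inactive read as strong as hits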
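test system = HEK293T-derived human Csn5 enzyme | amount = 0.24 nM Csn5 enzyme, final concentration | medium = Tris/NaCl/DTT buffer, pH 7.5 | schedule = 90 min reaction at room temperature | signal = FP | evaluation = inhibition of Csn5 cleavage, % | compound dosing = single dose of 12.5 µM compound with 0.25% DMSO | probe or stimulus = 10 nM SCFSkp2-Nedd8OG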
bovine MsrA act: activates bovine MsrA enzyme; purified bovine MsrA, absorbance read-out; activation, % at 10.6 µM; actives 0.3% (n = 360,000); in the data active means activation above about 7.5%;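 further: 0% = vehicle and 100% = reference activator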
Rin1 Abl inh: blocks binding of human Rin1 to Abl. P00519+Q13671. actives 0.4% (n = 360,000). inhibition, % at 7.35 µM. TR-FRET Rin1/Abl binding, biochemical; in the data active means inhibition above about 5%, passing the limit was not always enough
Target sequence (P00519 whole entry, looked up): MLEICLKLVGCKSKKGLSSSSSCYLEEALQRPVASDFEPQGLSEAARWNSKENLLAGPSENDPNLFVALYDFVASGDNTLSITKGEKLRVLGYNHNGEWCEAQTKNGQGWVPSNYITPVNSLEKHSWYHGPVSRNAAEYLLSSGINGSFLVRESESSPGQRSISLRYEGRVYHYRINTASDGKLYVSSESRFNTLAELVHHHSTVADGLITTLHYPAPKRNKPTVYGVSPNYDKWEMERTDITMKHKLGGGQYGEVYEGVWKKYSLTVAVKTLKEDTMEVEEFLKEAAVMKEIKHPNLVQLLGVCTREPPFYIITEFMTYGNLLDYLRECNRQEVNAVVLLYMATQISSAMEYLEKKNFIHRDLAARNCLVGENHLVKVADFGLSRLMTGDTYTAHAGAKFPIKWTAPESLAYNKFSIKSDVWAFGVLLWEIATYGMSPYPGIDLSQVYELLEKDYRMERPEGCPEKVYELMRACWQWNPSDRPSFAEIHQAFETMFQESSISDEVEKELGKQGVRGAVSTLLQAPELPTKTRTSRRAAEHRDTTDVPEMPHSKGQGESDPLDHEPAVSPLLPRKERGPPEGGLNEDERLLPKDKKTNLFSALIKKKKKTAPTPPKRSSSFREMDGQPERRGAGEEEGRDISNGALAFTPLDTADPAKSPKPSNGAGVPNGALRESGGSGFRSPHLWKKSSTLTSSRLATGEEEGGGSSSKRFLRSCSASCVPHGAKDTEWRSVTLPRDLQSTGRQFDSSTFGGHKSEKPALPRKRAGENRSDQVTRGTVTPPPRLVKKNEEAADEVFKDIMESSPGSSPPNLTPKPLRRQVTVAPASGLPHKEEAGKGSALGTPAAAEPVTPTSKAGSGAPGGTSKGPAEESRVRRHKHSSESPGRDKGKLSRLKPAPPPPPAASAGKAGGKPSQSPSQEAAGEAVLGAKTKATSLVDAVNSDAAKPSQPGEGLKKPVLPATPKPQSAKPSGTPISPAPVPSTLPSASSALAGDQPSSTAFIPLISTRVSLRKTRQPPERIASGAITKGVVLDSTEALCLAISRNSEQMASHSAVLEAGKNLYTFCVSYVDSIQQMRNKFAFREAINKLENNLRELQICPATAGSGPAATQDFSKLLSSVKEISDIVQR
Target sequence (Q13671 whole entry, looked up): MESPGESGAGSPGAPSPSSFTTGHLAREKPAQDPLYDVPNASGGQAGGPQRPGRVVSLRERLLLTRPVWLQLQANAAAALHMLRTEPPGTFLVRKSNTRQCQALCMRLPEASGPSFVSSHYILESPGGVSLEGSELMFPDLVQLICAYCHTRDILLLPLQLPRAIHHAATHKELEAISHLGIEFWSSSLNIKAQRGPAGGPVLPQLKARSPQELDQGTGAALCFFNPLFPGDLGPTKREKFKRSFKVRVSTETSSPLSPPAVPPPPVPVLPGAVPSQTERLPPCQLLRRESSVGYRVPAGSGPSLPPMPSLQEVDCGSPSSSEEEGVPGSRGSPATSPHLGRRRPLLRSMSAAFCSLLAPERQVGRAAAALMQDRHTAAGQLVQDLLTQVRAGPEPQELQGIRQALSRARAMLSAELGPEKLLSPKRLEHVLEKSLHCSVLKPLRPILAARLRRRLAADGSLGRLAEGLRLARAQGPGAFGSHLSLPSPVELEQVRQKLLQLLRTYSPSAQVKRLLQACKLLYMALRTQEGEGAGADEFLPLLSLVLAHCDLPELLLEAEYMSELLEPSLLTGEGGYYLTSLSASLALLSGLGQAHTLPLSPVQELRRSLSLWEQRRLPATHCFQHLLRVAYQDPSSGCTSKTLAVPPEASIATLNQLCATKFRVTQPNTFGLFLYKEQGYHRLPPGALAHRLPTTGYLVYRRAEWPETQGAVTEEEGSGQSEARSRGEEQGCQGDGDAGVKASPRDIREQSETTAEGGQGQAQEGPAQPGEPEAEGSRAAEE
MsrA inhibitor: bovine MsrA inhibition; purified bovine MsrA, absorbance read-out; inhibition, % at 15.5 µM; actives 0.75% (n = 360,000); AID 651718; in the data active means inhibition above about 4.5%;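 further: 0% = vehicle wells with enzyme and 100% = reference inhibitor wells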
Neddyl block: blocks human cullin neddylation. TR-FRET cullin neddylation, biochemical. calls only at 25 µM. actives 0.58% (n = 360,000). AID 651699; in the data active means inhibition above about 36%
FAS TE block: inhibitors of human fatty acid synthase thioesterase domain | P49327 | recombinant FAS-TE, OMFH fluorogenic substrate, fluorescence endpoint | inhibition, % at 15 µM | actives 0.67% (n = 360,000);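 active means compounds whose normalised, plate-corrected inhibition of enzyme fluorescence in the single-dose primary screen is 50% or more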;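 further: 0% = DMSO with enzyme and 100% = substrate without enzyme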
* marks the source's active call; other numbers are inactive results; i = inactive; x = not tested or not shown.

Each structure is followed by: Tb MetRS inh	MLLE-PAM2 inh	E coli Lon inh	CSN deneddyl inh	bovine MsrA act	Rin1 Abl inh	MsrA inhibitor	Neddyl block	FAS TE block
(1) COC(=O)C(NC(=O)c1ccccc1)(Nc1nccs1)C(F)(F)F (centres undefined)
  -0.2	6	-12	2	8	2	0.6	i	-3
(2) Cc1ccc(CC(=O)NNC(=O)c2cccs2)cc1C
  -0.2	2	-1	-5	0	1	0.7	i	-5
(3) Cc1ccc(CN2CC(N3CCC(Cc4ccccc4)CC3)CS2(=O)=O)cc1 (centres undefined)
  0.1	-3	-1	0	1	3	2.1	i	25
(4) CN(C)S(=O)(=O)c1cccc(NC(=O)c2ccc(S(=O)(=O)N3CCCCC3)cc2)c1
  -0.3	-23	-11	-1	-1	-1	0.2	i	26
(5) CCOC(=O)N1CCN(Cc2nc3cc(NC(=O)c4ccco4)ccc3n2CC)CC1
  0.1	4	2	4	-1	1	0.9	i	-3
(6) COc1ccc(-c2nnc(SCC(=O)N3CCOCC3)n2C)cc1OC
  -0.3	-3	-9	-3	-3	2	-0.5	i	-6
(7) Cc1oc2c(CN3CCCC3)c(O)ccc2c(=O)c1-c1ccc(Br)cc1
  -0.3	-10	-13	1	-3	-2	1.9	x	-4
(8) COc1ccccc1C(=O)NCC(=O)OCC(=O)c1ccc(Cl)s1
  -0.3	8	4	3	-5	-2	-1.0	i	2
(9) COc1cc(NC(=O)c2cc(-c3cccnc3)nc3ccc(Br)cc23)cc(OC)c1
  -0.7	-13	-5	-2	-2	-3	0.7	i	1
(10) Nc1n[nH]c(N)c1N=Nc1ccc2c(c1)OCO2
  -0.7	9	-1	3	-3	-5	3.7	i	-6
(11) COc1ccc(OC)c(CN2CCN(C(=O)CNC(=O)c3ccccc3F)CC2)c1
  -0.2	9	0	-9	-3	4	-0.6	i	-4
(12) COc1ccc(CC(=O)Nc2nnc(CC(C)C)s2)cc1S(=O)(=O)N1CCOCC1
  -0.3	0	1	-2	-1	3	-1.5	i	-3
(13) CN(CCOC(=O)c1ccco1)Cc1ccccc1
  3.7	-14	3	-5	-8	0	1.4	i	-8
(14) COCCNC(=S)Nc1ccc(N2CCOCC2)c(S(=O)(=O)Nc2ccc(Cl)cc2)c1
  0.0	32	-10	3	-6	-5	-0.5	i	-3
(15) Cc1ccc(CNC(=O)CNC(=S)N(Cc2ccccc2)Cc2ccccc2F)cc1
  -0.6	-149	-5	-1	2	-2	-1.0	i	23
(16) COc1cccc(C(=O)NC(=S)Nc2nnn(C)n2)c1
  -0.7	13	-3	0	-1	0	-1.1	i	-10
(17) CS(=O)c1ccccc1-c1nc(-c2cccc(Cl)c2)no1 (centres undefined)
  0.0	4	1	0	-2	4	-0.4	i	1
(18) COc1ccc(S(=O)(=O)N2CCC(C(=O)N3CCc4ccccc4C3)CC2)cc1C
  -1.0	-9	-7	2	-3	0	-0.5	i	19
(19) NC(=S)Cc1ccc(Cl)cc1Cl
  1.6	22	-3	-1	-7	-4	0.6	i	-4
(20) Cc1cc(S(=O)(=O)N2CCN(Cc3ccc4c(c3)OCO4)CC2)cc(C)c1N1CCCC1=O
  0.0	-14	5	0	-2	-1	-0.7	i	23
(21) C=CCn1cccc(/C=C/C(=O)c2ccc(C(C)(C)C)cc2)c1=S
  -0.1	-144	-15	10	0	3	2.3	i	-4
(22) COc1ccc(-c2noc(CCC(=O)N3CCN(c4ccccc4Cl)CC3)n2)cc1
  0.5	-6	1	0	-2	0	-0.1	i	24
(23) O=S(=O)(c1ccc(N2CCN(CCO)CC2)nc1)N1CCCCC1
  -0.4	-4	-8	0	0	-4	-0.5	i	-4
(24) O=S(=O)(O)c1cnccc1Nc1cccc(C(F)(F)F)c1
  -0.5	7	7	2	-2	2	-1.0	i	-4
(25) O=C(NCC1CCOCC1)C1CCC(=O)N(Cc2cccc(C(F)(F)F)c2)C1 (centres undefined)
  -0.5	5	0	3	-3	1	-0.8	i	-3
(26) CN(C)c1ccc(CNS(=O)(=O)c2ccc3c(c2)NC(=O)CS3)cc1
  -0.5	-6	4	0	0	-2	1.6	i	0
(27) CC(C)(C)S(=O)N1Cc2cc(C(=O)N3CCc4ccccc4C3)nc(-c3cccc(-c4cccnc4)c3)c2[C@@H]1CCO (some centres undefined)
  0.6	-15	-12	5	-2	3	-1.7	i	-1
(28) CC(C)COc1cccc(C(=O)N2CCN(C(=O)c3ccco3)CC2)c1
  -0.3	18	2	3	-2	2	-0.3	i	-3
(29) COC(=O)c1ccc(C23CC4(C2)[C@H](CN(CC2CCCCC2)[C@@H]4c2ccccc2)C3c2ccccc2)cc1 (some centres undefined)
  -0.2	-8	-11	-2	-1	0	-0.7	i	11
(30) O=c1[nH][nH]c2c1[C@H](c1ccc(Cl)cc1)O[C@H](C1CC1)C2
  -1.2	x	-1	0	-14	x	0.5	i	-13

Next section
Each structure is followed by: Tb MetRS inh	MLLE-PAM2 inh	E coli Lon inh	CSN deneddyl inh	bovine MsrA act	Rin1 Abl inh	MsrA inhibitor	Neddyl block	FAS TE block
(31) Cc1cc(N2CCN(C)CC2)nc2ccc(NC(=S)N3CCC4(CC3)OCCO4)cc12
  -0.8	-35	-2	4	-5	-1	-0.3	i	-6
(32) Cc1csc2c(=O)sc(NC(=O)c3cccs3)nc12
  -0.3	-33	-2	31	-2	1	-0.4	i	9
(33) COc1cc(-c2nnc(-c3ccco3)o2)ccc1OCc1ccccc1
  -1.0	1	2	7	-4	-1	1.3	x	13
(34) COc1ccc(C(=O)N(C)CC(O)c2ccccc2)cc1OC1CCN(C(C)=O)CC1 (centres undefined)
  -0.4	-9	3	1	-7	4	0.6	i	1
(35) CCOC(=O)C1CCN(c2nc3c(C)cccn3c(=O)c2/C=C(\C#N)S(=O)(=O)c2ccccc2)CC1
  0.2	-12	-9	4	-4	-4	0.1	i	65*
(36) CCCCOC(=O)C1=C(C)Nc2ncnn2C1c1cc(OC)ccc1OC (centres undefined)
  0.0	-1	1	2	-4	0	-0.6	i	-1
(37) CCOC(=O)C(Cc1c(F)cccc1Cl)c1ccno1 (centres undefined)
  -1.0	-8	-4	4	-12	0	-0.1	i	-4
(38) CC(=O)Oc1ccc(-c2cccc(C(=O)NCCCO)c2)cc1
  -0.1	5	-1	2	0	-1	-1.4	i	-11
(39) O=C(COC(=O)c1sc2cc(F)ccc2c1Cl)Nc1ncc(Cl)cc1Cl
  -1.0	0	9	4	-7	0	-0.1	i	7
(40) O=c1[nH]cnc2c1nnn2C1OC(CO)C(O)C1O (centres undefined)
  0.4	-2	3	2	-3	4	0.8	i	-1
(41) COc1ccc2oc(=Nc3cccc(F)c3)c(C(N)=O)cc2c1
  -0.8	-18	-10	2	-4	-7	-1.3	x	-5
(42) COCc1ccc(C(=O)N2CCCC(C(=O)c3ccc(SC)cc3)C2)s1 (centres undefined)
  -0.4	5	7	2	-10	-1	1.8	i	5
(43) O=C(Nc1ccccc1)Oc1ccccc1N1CCOCC1
  -0.6	6	11	0	-5	2	-0.8	i	2
(44) O=C(Nc1ccc(N2CCOCC2)cc1)c1ccc(Cl)c(S(=O)(=O)N2CCCC2)c1
  0.6	-13	0	-1	-1	4	1.9	i	-1
(45) Cc1c(NC(=O)CN2C(=O)NC3(CCC(C)CC3)C2=O)c(=O)n(-c2ccccc2)n1C (centres undefined)
  -0.7	-10	-6	3	-2	0	-0.6	i	-1
(46) CCC(C)(C(=O)NC1CCCCC1)N(C(=O)c1ccccn1)c1ccc(C)cc1 (centres undefined)
  0.1	0	2	3	-1	2	-0.3	i	-5
(47) O=C(CN1CCc2cc3c(cc2C1)OCCCO3)Nc1c(F)cccc1F
  -0.4	5	6	-1	0	1	-0.3	i	-1
(48) COc1ccc(Br)cc1C(=O)Nc1ccccc1N1CCCC1
  -0.1	-12	4	2	-4	6.6*	-1.0	i	41
(49) CC(C)=CCC/C(C)=C/CNC(=O)CC1C[C@H](C(=O)N2CCOCC2)[C@@]2(C)c3[nH]c4ccccc4c3CCN2C1=O (some centres undefined)
  -0.1	5	-4	-1	-2	-3	-1.4	i	12
(50) Cc1ccc2c(c1)nnn2C1CCN(CC(=O)NCCc2nc3ccccc3[nH]2)CC1
  -0.8	-21	1	5	-10	-1	-1.0	i	-8
(51) Cc1c(C(=O)N2CCCC2)oc2c1-c1[nH]ncc1CC2
  0.0	-7	7	1	-2	-3	0.2	i	0
(52) CSCC(=O)N1CCC(n2nccc2NC(=O)CCCc2ccccc2)CC1
  -0.1	11	-9	1	-4	3	-0.5	i	-4
(53) CC(=O)N(c1ccccc1)c1nc(/C=C/C(=O)O)cs1
  -1.0	-2	7	3	-3	2	-0.5	i	-6
(54) COc1ccc(-c2[nH]ncc2CN2CCCC(C(=O)c3cccc(OC)c3)C2)cc1 (centres undefined)
  -0.8	-1	-1	-4	-4	4	0.7	i	-3
(55) C[C@@H](C(=O)NCc1ccccn1)[C@H]1C[C@]1(C)[C@H](NC(=O)OCc1ccccc1)c1ccccc1
  1.1	0	-5	2	-1	1	0.4	i	2
(56) Cc1[nH]c2ccccc2c1C(c1ccccn1)N1CCC(C)CC1 (centres undefined)
  -1.9	12	-2	-4	-11	-2	0.1	i	0
(57) CCCCC(CCc1ccccn1)C(=O)c1ccccc1 (centres undefined)
  -0.3	-15	-8	-1	-3	1	-0.1	i	3

12 structures from above, ordered by molar mass, largest number first:
Each structure is followed by: Tb MetRS inh	MLLE-PAM2 inh	E coli Lon inh	CSN deneddyl inh	bovine MsrA act	Rin1 Abl inh	MsrA inhibitor	Neddyl block	FAS TE block
(49) CC(C)=CCC/C(C)=C/CNC(=O)CC1C[C@H](C(=O)N2CCOCC2)[C@@]2(C)c3[nH]c4ccccc4c3CCN2C1=O (some centres undefined)
  -0.1	5	-4	-1	-2	-3	-1.4	i	12
(14) COCCNC(=S)Nc1ccc(N2CCOCC2)c(S(=O)(=O)Nc2ccc(Cl)cc2)c1
  0.0	32	-10	3	-6	-5	-0.5	i	-3
(12) COc1ccc(CC(=O)Nc2nnc(CC(C)C)s2)cc1S(=O)(=O)N1CCOCC1
  -0.3	0	1	-2	-1	3	-1.5	i	-3
(31) Cc1cc(N2CCN(C)CC2)nc2ccc(NC(=S)N3CCC4(CC3)OCCO4)cc12
  -0.8	-35	-2	4	-5	-1	-0.3	i	-6
(39) O=C(COC(=O)c1sc2cc(F)ccc2c1Cl)Nc1ncc(Cl)cc1Cl
  -1.0	0	9	4	-7	0	-0.1	i	7
(22) COc1ccc(-c2noc(CCC(=O)N3CCN(c4ccccc4Cl)CC3)n2)cc1
  0.5	-6	1	0	-2	0	-0.1	i	24
(25) O=C(NCC1CCOCC1)C1CCC(=O)N(Cc2cccc(C(F)(F)F)c2)C1 (centres undefined)
  -0.5	5	0	3	-3	1	-0.8	i	-3
(6) COc1ccc(-c2nnc(SCC(=O)N3CCOCC3)n2C)cc1OC
  -0.3	-3	-9	-3	-3	2	-0.5	i	-6
(26) CN(C)c1ccc(CNS(=O)(=O)c2ccc3c(c2)NC(=O)CS3)cc1
  -0.5	-6	4	0	0	-2	1.6	i	0
(1) COC(=O)C(NC(=O)c1ccccc1)(Nc1nccs1)C(F)(F)F (centres undefined)
  -0.2	6	-12	2	8	2	0.6	i	-3
(23) O=S(=O)(c1ccc(N2CCN(CCO)CC2)nc1)N1CCCCC1
  -0.4	-4	-8	0	0	-4	-0.5	i	-4
(2) Cc1ccc(CC(=O)NNC(=O)c2cccs2)cc1C
  -0.2	2	-1	-5	0	1	0.7	i	-5

Assay outcomes (PubChem BioAssay)
